# Source: PubChem BioAssay (Southern Research Specialized Biocontainment Screening Center)
# Dengue virus CPE – antivirals protecting cells from dengue CPE – CPE readout, HTS (AID 540333). Dengue virus CPE inhibition in host cells; stronger effect = higher value. 10,000 compounds, 3.1% hits. CPE inhibition, % at 20 µM; in the data active = CPE inhibition mostly above about 9.1%, no sharp cut-off; inactive = mostly below about 7.2%
# Numbers without * were called inactive; i = inactive. These rows are one share of the data; the hit share may differ from the screen's.
SMILES,Dengue virus CPE
FC(F)(F)c1cccc(NC(=S)NCCN2CCOCC2)c1,i
CCOc1ccc(Oc2c(/C=N/NC(=O)C3CC3)c(C)nn2-c2ccccc2)cc1,1.4
COc1cc(CNCCNCC(C)O)ccc1OCc1ccc(Cl)nc1 (configuration not stated),1.5
O=C(CCn1c2c(c3ccccc31)CCCC2)NNC(=O)c1cccc([N+](=O)[O-])c1,0.2
COc1cc2c(cc1NC(=O)CSc1ccc(Cl)cc1)oc1ccccc12,0.7
CC(NC(=O)c1ccc(Br)cc1)c1ccccc1 (configuration not stated),i
O=C(N/N=C/CCc1ccccc1)c1ccc(CN2c3cccc4cccc(c34)S2(=O)=O)cc1,i
COc1ccc(-c2sc3cc(OC)c(OC)cc3c2C#CC(C)(C)O)cc1,1.8
CCOC(=O)c1cc(-c2ccccc2)n(CC(=O)Nc2ccc(OC)cc2)c1C,0.6
S=C(Nc1ccccc1Cl)N1CCN(Cc2ccccc2)CC1,0.5
COC(=O)c1ccc2c(c1)C(=O)/C(=C/c1ccc(O)cc1)O2,0.6
C[C@@]12C(=O)Nc3ccc(F)cc3C(=O)N1[C@H]1c3cc(Br)ccc3OC[C@@H]1[C@@H]2c1ccccc1,6.8
Cc1cc(C(=O)N/N=C/c2cc(Cl)cc([N+](=O)[O-])c2O)c2ccccc2n1,0.1
O=C(CSc1nc2ccccc2s1)Nc1ccc(Cl)c(S(=O)(=O)N2CCOCC2)c1,0.0
C=CCN(CC=C)C(=O)Cn1cnc([N+](=O)[O-])n1,0.8
Cc1ccc(Cn2c(/C=C/c3ccco3)nc3ccccc32)cc1,1.3
Cc1ccc(-c2cn(-c3ccccc3)c(SCC(=O)NC3CCS(=O)(=O)C3)n2)cc1C (configuration not stated),0.1
COc1cc(CNCc2ccccn2)ccc1OCc1ccccc1Cl,3.5
O=C1C=C(c2ccccc2)C[C@@H](c2ccc3c(c2)OCO3)C1,0.4
C#CCNC(=O)C1=C[C@@H](c2ccc(C#C)cc2)C[C@@H](OCCCCO)O1,0.4
NS(=O)(=O)c1ccc(NC(=S)NCc2ccccc2Cl)cc1,1.7
Cc1[nH]n(-c2ccccc2)c(=O)c1C=Nc1ccc(S(=O)(=O)N(C)C)cc1,0.8
Nc1ccc(C(=O)OCC(=O)Nc2ccc3c(c2)OCO3)cc1[N+](=O)[O-],0.3
COc1cc(/C=C2\SC(N)=NC2=O)ccc1OCC(=O)Nc1ccc(C)cc1,1.5
O=C(CNc1cccc2ccccc12)N/N=C/c1ccc(C(=O)O)cc1,0.3
# (list continues)
SMILES,Dengue virus CPE
Cc1cccc(/C(N)=N/OC(=O)COc2ccc(Cl)c(C)c2)c1,0.4
O=C(Nc1nccs1)c1ccc2c(=O)n3c(nc2c1)CCCCC3,i
CCn1c(SCC(=O)N/N=C/c2ccc(C)s2)nc2ccccc21,0.5
NCCCC[C@H]1CN=C(N)N1CCCCC1CCCCC1,1.3
COc1ccc(C2CC(c3ccccc3)=NN2C(=O)COC(=O)c2cc(S(=O)(=O)N3CCOCC3)ccc2F)cc1 (configuration not stated),i
Clc1ccc(N/N=C/c2cccnc2)cc1,0.5
CC(NS(=O)(=O)c1ccc(OCC(=O)Nc2cccc([N+](=O)[O-])c2)cc1)c1ccccc1 (configuration not stated),2.7
Cc1ccc(Nc2nc(CSc3nnc(-c4ccc(F)cc4)n3C)cs2)cc1,5.9
Cc1ccc(C(=O)CNc2cccc(Cl)c2)cc1,i
O=C(c1ccccc1)c1ccc(OCC(O)CNC2CCCc3ccccc32)cc1 (configuration not stated),2.8
COc1ccc(NC(=O)CC2(Cc3ccccc3)CCOC(C)(C)C2)cc1 (configuration not stated),i
CCn1cc([N+](=O)[O-])c(C(=O)N2N=C(c3ccc(O)c(OC)c3)CC2c2ccccc2O)n1 (configuration not stated),2.2
Cc1ccc(CN2CCN(/N=C/c3ccc(C(F)(F)F)cc3)CC2)cc1,1.6
O=C(NNc1ccccc1Cl)C(O)(c1cccc(C(F)(F)F)c1)c1cccc(C(F)(F)F)c1,20*
O=C(NCCc1ccccc1)/C(=C/c1ccco1)c1ccccc1,i
Cc1ccccc1OCC(=O)NNC(=O)CN1C(=O)c2ccccc2C1=O,1.8
CCCOc1cccc(C(=O)NC(=S)Nc2cccc(NC(=O)c3ccccc3Cl)c2)c1,1.5
O=C(COc1ccc(C(=O)c2ccc(F)cc2)cc1)NCc1ccc(F)cc1,i
COc1ccc(-c2cc(C3CC3)nc(SCC(=O)c3cccs3)c2C#N)cc1,2.3
CC(C)=C1C2CCC1C1C(=O)N(c3ccc4c(c3)OCO4)C(=O)C21 (configuration not stated),i
Cc1ccc(Oc2c(C(N)=O)cc([N+](=O)[O-])cc2[N+](=O)[O-])cc1,0.6
Cc1ccc(NC(=O)Cc2nc(CCl)cs2)cc1,0.5
Cc1ccc(CSc2ncnc3c2cnn3-c2ccccc2)cc1,0.1
CC(=O)c1cccc(N=Nc2c(C)[nH]c3ccccc23)c1,i
CCCCC(=O)NC(=S)Nc1ccccc1N1CCCCC1,3.9
# (cont.)
SMILES,Dengue virus CPE
Cc1ccc(C)c(NC(=O)C2CCCN2/C=C/C(=O)C(F)(F)F)c1 (configuration not stated),0.9
O=C(/C=C/Nc1ccc(F)cc1Br)c1ccccc1,i
Cc1ccc(/C=N/NC(=O)CSc2nc3ccccc3s2)o1,0.5
CC1(C)C(=O)OC(c2cc(Br)ccc2O)C(C)(C)C1=O (configuration not stated),3.0
Cc1ccc(NC(=O)CCCCCNS(=O)(=O)c2ccc(C)cc2)cc1,0.1
Cc1cccc(NC(=S)NCCCN2CCOCC2)c1,0.7
Cc1noc(C)c1COc1cccc(C(=O)OCC(=O)NC(=O)c2ccc(OC(F)F)cc2)c1,1.9
CCCCOc1ccc(C(=O)NNC(=S)NC(=O)CC)cc1,i
CCCc1ccc(-c2cc(C(=O)Nc3ccc([N+](=O)[O-])cn3)c3ccccc3n2)cc1,0.2
Cc1ccc(NC(=O)/C=C/c2ccco2)nc1,i
O=C1CC(c2ccc(F)cc2)Sc2nc(-c3ccccc3)c(-c3ccccc3)n21 (configuration not stated),i
CCCCCN(C(=O)NC(=O)Nc1ccccc1C)S(=O)(=O)c1ccccc1,0.2
CC(C)=CC(=O)OCC(=O)Nc1cc([N+](=O)[O-])ccc1F,i
O=[N+]([O-])c1ccc(OCC(O)CN2CCN(c3ccccc3F)CC2)cc1 (configuration not stated),0.3
Cc1nc(C(=O)Nc2ccccc2)sc1C1(C)CC(c2cccnc2)=NO1 (configuration not stated),0.1
O=C(CN1C(=O)CCC1=O)c1ccc(-c2ccccc2)cc1,i
CCn1c(SCC(=O)N/N=C/C=C/c2ccco2)nnc1-c1ccccc1,0.1
O=C(CSc1ccc(Cl)cc1)Nc1ccc(-c2nc3ccccc3[nH]2)cc1,1.0
COc1ccc(NC(=O)C(c2cc3c(cc2[N+](=O)[O-])OCO3)N(C)c2ccccc2)cc1 (configuration not stated),1.7
O=C1C(NS(=O)(=O)c2ccc(Cl)cc2)=C(N2CCCCC2)C(=O)c2ccccc21,5.4
COc1ccc(C(CC(=O)Nc2cc([N+](=O)[O-])ccc2OC)c2ccccc2)cc1 (configuration not stated),0.1
Cc1ccc(S(=O)(=O)NCCC(c2ccccc2)c2ccco2)cc1 (configuration not stated),i
COc1ccc(NC(=O)c2cc(S(=O)(=O)NCC3COc4ccccc4O3)ccc2F)cc1 (configuration not stated),2.2
Cc1ccccc1-n1c(C)nnc1SCC(=O)NC1CCCc2ccccc21 (configuration not stated),0.1
CN(C)S(=O)(=O)c1cccc(NC(=O)CSc2nc3ccccc3n2-c2ccccc2)c1,6.7
# Next section.
SMILES,Dengue virus CPE
Cc1ccccc1Nc1ccc(S(=O)(=O)N2CCOCC2)cc1[N+](=O)[O-],0.2
Cc1ccc(C(=O)Nc2ccc3c4c(cccc24)CC3)cc1[N+](=O)[O-],0.5
COc1ccc(-c2sc(Nc3ccccc3)n[n+]2-c2ccccc2)cc1Br,0.7
CCOC(=O)c1c(C)nc(SC)c(C#N)c1-c1ccccc1,1.3
S=C(Nc1ccc(Cl)cc1)N1CCCCC1,0.2
Cc1c([N+](=O)[O-])c([N+](=O)[O-])nn1CC(=O)NCCc1ccccc1,i
Cc1ccc(S(=O)(=O)N(C(=O)c2ccco2)c2cc3sc(=O)oc3c3ccccc23)cc1,i
CCC(=O)Nc1ccc(NC(=S)NC(=O)c2cc3ccccc3o2)cc1,i
COc1ccc(Cc2nc3c4c(ncn3n2)Oc2ccc3ccccc3c2C4c2ccc(OC)c(OC)c2)cc1 (configuration not stated),i
CSCc1ccc(C(=O)NCc2ccc(C)cc2)cc1,i
O=C(N/N=C/c1ccc[nH]1)c1ccc(Cl)cc1,0.3
COc1cccc(/C=C/C(=C2/C(=O)N(c3ccccc3)N=C2C)c2ccccc2)c1OC,0.1
COC(=O)N[C@@H]1C[C@H]2[C@@H]3CC[C@H]4C[C@@H](OC)CC[C@]4(C)[C@H]3CC[C@@]12C,2.4
Cc1ccc(S(=O)(=O)c2cc3ccccc3oc2=Nc2ccc3c(c2)OCCO3)cc1,2.9
Cc1cc(C)c2c(N)c(C(=O)c3ccc(Cl)cc3Cl)sc2n1,4.1
CCC(=O)NC(c1cccs1)c1cc([N+](=O)[O-])c2cccnc2c1O (configuration not stated),0.2
COc1ccc([N+](=O)[O-])cc1N(CC(=O)NCC1CCCO1)S(C)(=O)=O (configuration not stated),0.8
CSc1ccc(/C=N/NC(=O)CN2CCN(Cc3ccc(C)cc3)CC2)cc1,1.0
CCOc1ccc(NCc2nnc(SCC(=O)Nc3nc(-c4ccccc4)cs3)n2-c2ccccc2)cc1,0.0
COc1cc(NC(=O)c2cccnc2Sc2ccc(C)c(C)c2)cc(OC)c1OC,2.1
CCOC(=O)c1c(NC(=S)NC(=O)/C=C/c2cccs2)sc(C)c1C,1.0
O=C(CSc1nc(-c2ccc(F)cc2)cc(C(F)(F)F)n1)Nc1ccc2c(c1)OCO2,0.9
CCC(C)[C@H](NC(=O)OC(C)(C)C)C(=O)N/N=C/c1ccc2cc(OC)ccc2n1 (some centres not stated),0.6
O=C(c1cccc([N+](=O)[O-])c1)N1CCN(c2ccccn2)CC1,i
O=c1c2ccccc2nc(SCc2ccccc2F)n1C1CCCC1,i
# Going on with the list.
SMILES,Dengue virus CPE
CCOC(=O)CC(NC(=O)c1cc2ccccc2oc1=O)c1cccc([N+](=O)[O-])c1 (configuration not stated),i
CCN1C(=O)[C@H]2[C@@H](c3ccc(-c4cc(C(C)=O)cs4)cc3)N[C@@](Cc3ccccc3)(C(=O)OC)[C@H]2C1=O,0.6
CC(O/N=C/c1ccc(OC(F)F)cc1)C(=O)Nc1cccc(S(=O)(=O)N2CCOCC2)c1 (configuration not stated),i
S=C(N/N=C1\C2CN3CCN(C2)CC1(c1ccccc1)C3)Nc1ccccc1,6.7
CCOc1ccc(N(C(C)C(=O)NN=C2CCCCCCC2)S(C)(=O)=O)cc1 (configuration not stated),i
N#C/C(=C\c1ccc(F)c(F)c1)C(=O)NC1CCCCC1,5.9
Nc1cc(C(=O)OCC(=O)NC(c2ccccc2)c2ccccc2)ccc1Cl,i
COc1cccc(NC(=O)CN2C(=O)C(c3ccc(C)cc3)=NC23CCCCCC3)c1,3.6
O=C(N=Nc1c(O)n(Cc2ccccc2)c2ccccc12)c1ccc(O)cc1,16*
CCCCOc1cccc(C(=O)NC(=S)Nc2cccnc2)c1,i
CCC(=O)NC(=S)Nc1ccc(-c2nc3ccc(C)cc3s2)cc1,0.4
CCN(CC)C(=O)c1sc(NC(=O)c2ccncc2)c(C(=O)OC)c1C,0.9
Cc1ccc(NC(=O)c2ccc(OC(F)(F)F)cc2)cc1S(=O)(=O)N(C)C,1.7
Cc1c(NC(=O)CN2c3cccc4cccc(c34)S2(=O)=O)c(=O)n(-c2ccccc2)n1C,0.2
O=C(Nc1cccc(-c2cn3cccnc3n2)c1)c1cccs1,i
COc1cccc(C(=O)NC(=S)Nc2ccc([N+](=O)[O-])cc2C)c1,6.3
CCCSc1cc(NCCOC(=O)CCC)c([N+](=O)[O-])c2nonc12,5.3
Cc1ccc(NC(=O)C(=O)NCc2ccc(/C=C(/C#N)C(=O)NCc3cccnc3)o2)cc1C,0.1
Cn1c(N)c(C(=O)c2ccc(F)cc2F)c(=O)n(C)c1=O,i
COc1ccc(NC(=O)CCC(=O)c2cccs2)cc1S(=O)(=O)Nc1ccc(Cl)cc1,0.3
CCC(=O)Nc1ccc(NC(=S)NC(=O)c2oc3ccccc3c2C)cc1,2.1
O=C(CN1C(=O)c2ccccc2C1=O)NNC1=NS(=O)(=O)c2ccccc21,1.0
